M5 ag = agonists of human muscarinic M5 receptor (CHRM5); P08912; CHO-K1 hM5 cells, Fluo-8 calcium fluorescence; 0% DMSO wells, 100% maximal acetylcholine response; activation, % at 3 µM; hit rate 0.19% among 360,000;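 active = activation above the run's mean over test compounds plus 3 SD, cut at about 23% in these data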;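 note: signal is peak over basal fluorescence ratio across the kinetic read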
Target sequence (P08912 whole entry, looked up): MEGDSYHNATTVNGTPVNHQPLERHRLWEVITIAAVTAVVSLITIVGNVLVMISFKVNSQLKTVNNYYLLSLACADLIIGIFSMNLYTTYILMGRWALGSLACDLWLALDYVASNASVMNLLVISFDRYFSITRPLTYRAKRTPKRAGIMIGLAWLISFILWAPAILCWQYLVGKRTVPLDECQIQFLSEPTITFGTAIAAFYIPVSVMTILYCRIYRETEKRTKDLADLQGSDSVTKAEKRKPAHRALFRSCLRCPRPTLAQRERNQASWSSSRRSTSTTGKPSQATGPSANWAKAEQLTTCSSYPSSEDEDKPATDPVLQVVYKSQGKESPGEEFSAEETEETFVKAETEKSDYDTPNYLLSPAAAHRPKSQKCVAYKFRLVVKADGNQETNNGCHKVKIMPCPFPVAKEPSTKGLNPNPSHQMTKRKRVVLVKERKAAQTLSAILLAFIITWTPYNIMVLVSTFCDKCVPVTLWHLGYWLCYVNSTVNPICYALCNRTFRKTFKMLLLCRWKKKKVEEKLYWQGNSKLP
M4 PAM = positive allosteric modulators of human muscarinic M4 receptor | P08173 | CHO-K1 hM4/Gqi5, Fluo-8 calcium fluorescence, ACh EC20; 0% = ACh EC20, 100% = maximal ACh | activation, % at 3 µM | hit rate 0.4% among 360,000;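 active = activation above its plate's cutoff, the mean activation of sample wells plus 3 SD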; note: some results filed as inactive read as strong as hits
Target sequence (P08173 whole entry, looked up): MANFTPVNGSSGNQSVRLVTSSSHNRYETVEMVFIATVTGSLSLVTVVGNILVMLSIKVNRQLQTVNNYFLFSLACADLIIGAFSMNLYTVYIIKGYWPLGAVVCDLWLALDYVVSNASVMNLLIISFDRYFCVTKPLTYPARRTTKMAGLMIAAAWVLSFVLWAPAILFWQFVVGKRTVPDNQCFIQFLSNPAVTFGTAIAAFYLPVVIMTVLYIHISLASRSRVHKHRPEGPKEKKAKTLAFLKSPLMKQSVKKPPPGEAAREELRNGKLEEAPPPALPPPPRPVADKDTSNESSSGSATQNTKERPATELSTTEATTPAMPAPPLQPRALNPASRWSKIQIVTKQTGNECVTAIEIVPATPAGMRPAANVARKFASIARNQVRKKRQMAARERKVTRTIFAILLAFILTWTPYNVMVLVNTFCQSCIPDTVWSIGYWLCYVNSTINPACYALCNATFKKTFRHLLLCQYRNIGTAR
M5 antag = CHRM5 antagonism in calcium assay | P08912 | CHO-hM5 cells, Fluo-8 calcium fluorescence, ACh EC80 | inhibition, % at 3 µM | hit rate 0.59% among 360,000 | AID 624040;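 active = inhibition above a per-plate cutoff, the mean of that plate's test compounds plus 3 SD, cut at about 27% in these data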;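 note: 0% = acetylcholine EC80 with DMSO and 100% = DMSO without agonist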
M4 antag = antagonists of human muscarinic M4 receptor (CHRM4) | inhibition, % at 3 µM | CHO-hM4 cells, ACh EC80, Fluo-8 calcium fluorescence | hit rate 0.73% among 360,000;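 active = inhibition above its plate's cutoff, the mean inhibition of sample wells plus 3 SD, cut at about 27% in these data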;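 note: 0% = acetylcholine EC80 with DMSO and 100% = DMSO without agonist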
CHRM5 PAM = positive allosteric modulators of human muscarinic M5 receptor; P08912; CHO-K1 hM5, Fluo-8 calcium, ACh EC20 PAM; 0% = ACh EC20, 100% = ACh EC100; activation, % at 3 µM; hit rate 0.3% among 360,000; AID 624038;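 active = activation above the run cutoff, the mean activation of all test compounds plus 3 SD, cut at about 18% in these data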
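Assay system: CHO-K1 hM5 cells. Also added: acetylcholine at EC20 concentration, added after compound. Dosing: 3 µM, single dose. Times: compound preincubation 140 s before EC20 acetylcholine addition. Signal: Fluo-8 calcium fluorescence. Measure: % activation relative to EC20 and EC100 ACh responses. Repeats: singlicate, one well per test compound.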
M1 PAM parental = M1 PAM counterscreen hit in parental CHO-K1 cells | hit rate 0.02% among 360,000 | activation, % at 3 µM | ATP EC20, Fluo-8 calcium fluorescence; 0% at ATP EC20, 100% at ATP max;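 active = activation above the run cutoff, the mean activation of all test compounds plus 3 SD, cut at about 40% in these data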;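 note: peak over basal fluorescence ratio in a 140 s read after ATP addition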
CHO-K1 Ca antag = counter-screen for M1 antagonists: effect in parental CHO-K1 cells. inhibition, % at 3 µM. hit rate 0.6% among 360,000. AID 602250. ATP-induced calcium, Fluo-8 fluorescence;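 active = inhibition above a per-plate cutoff, the plate's mean sample inhibition plus 3 SD, cut at about 24% in these data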;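 note: 0% = DMSO plus EC80 ATP and 100% = DMSO alone without ATP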
CHO-K1 Ca ag = counter-screen for M1 agonists: effect in parental CHO-K1 cells; activation, % at 3 µM; hit rate 0.48% among 360,000; AID 602248; Fluo-8 calcium fluorescence; scaled to maximal ATP response, vehicle zero; in the data active = activation above about 15%;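 note: untransfected CHO-K1 host cells lacking M1 receptor as counterscreen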
CHRM4 agonist = CHRM4 agonism in calcium assay | P08173 | CHO-K1 hM4/Gqi5, Fluo-8 calcium fluorescence; vehicle 0%, full acetylcholine response 100% | activation, % at 3 µM | hit rate 0.14% among 360,000;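 active = activation above the run mean over all test wells plus 3 SD, cut at about 32% in these data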;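 note: peak over basal fluorescence ratio per well then scaled between controls; 0% = DMSO wells and 100% = acetylcholine at EC100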
Starred values were filed as active, the others as inactive; & = joins results of further samples.

entry	canonical_smiles	M4 antag	M4 PAM	M5 ag	CHRM4 agonist	M5 antag	CHO-K1 Ca ag	M1 PAM parental	CHRM5 PAM	CHO-K1 Ca antag
1	COc1ccc(N(C(=O)c2cccc(OC)c2OC)C2C=CS(=O)(=O)C2)cc1 (centres undefined)	1	-5	-1	1	-2	-0.1	2	4	-5
2	O=C(Nc1ccccc1O)c1ccc2c(c1)C(=O)N(c1ccccc1)C2=O	3	4	2	0	6	1.3	9	0	-1
3	CC(C)N(Cc1cc2ccccc2[nH]c1=O)C(=O)C(C)(C)C	-21	5	-2	1	-2	0.5	17	-3	-18
4	CC(C)(C)OC(=O)C[C@@H]1C/C=C\C[C@@H](CC(=O)NCCO)C(=O)N[C@H](Cc2ccccc2)COC1=O	-8	2	0	0	4	-0.3	-6	10	5
5	O=C(COC(=O)CNS(=O)(=O)c1c(Cl)cccc1Cl)Nc1ccccc1Sc1ccccc1	14	-18	-2	5	4	2.2	-6	-8	1
6	CCOc1ccccc1N1CCN(C(=O)c2c(Cl)cnn2C)CC1	0	0	-1	4	-1	1.2	10	-1	-9
7	CCOC(=O)C1=C(COc2ccc(F)cc2Cl)NC(=O)NC1c1cc(C)ccc1C (centres undefined)	12	-5	0	1	1	0.4	6	-5	-16
8	CC(=O)NS(=O)(=O)c1ccc(N)cc1	-8&-3	-2&-3	0&0	1&1	1&-6	0.1&0.4	-5&24	-6&-4	0&-9
9	COc1ccc(C(=O)NCCCN(C)CCCNC(=O)c2ccc(OC)cc2)cc1	-3	-5	-12	0	15	-0.3	3	7	16
10	Cc1ccccc1N=C(NOCc1ccccc1)c1nonc1N	-6	-5	-10	0	-3	-0.1	15	-15	6
11	C=CCn1c(=O)c(C(=O)Nc2ncccc2C)c(O)c2ccccc21	-14	8	-1	3	-5	-0.2	-4	-3	6
12	CN=C1SC(CC(=O)Nc2ccccc2F)C(=O)N1/N=C/c1ccc(O)c(OC)c1 (centres undefined)	2	-20	6	9	0	4.2	0	-4	-4
13	Cc1cc(C)c2nc(-c3ccccn3)cc(C(=O)N3CCCC3)c2c1	-14	5	-2	3	-6	1.5	18	1	-12
14	CCc1cc(SC#N)cc(C)c1N	6	-1	-2	0	5	0.0	-15	-6	4
15	CCOC(=O)N/N=C\C=C\c1ccco1	-7	3	1	2	-1	-0.3	-5	-1	18
16	COc1ccccc1/C=N/NC(=O)COCC(=O)N/N=C/c1ccccc1OC	-2	6	-1	1	-14	1.4	15	9	-9
17	O=c1[nH]c2ccccc2nc1/C=C(\O)C(F)F	-1	-5	-1	0	4	0.7	8	-5	-6
18	CCOC(=O)Cc1ccc2sc(-c3ccccc3)nc2c1	-2	7	-3	-1	-5	-0.2	10	6	2
19	O=C(NCCc1ccccc1)C1Cc2c(-c3ccccc3)ccnc2O1 (centres undefined)	-6	5	0	2	1	2.0	16	2	-2
20	Cc1ccc(S(=O)(=O)N2CCN(C(=O)COc3ccc(-c4nnco4)cc3)CC2)cc1	6	-9	-14	3	0	1.6	11	-19	-6
21	COc1ccc(Cl)cc1C(=O)NNC(=O)CSc1nnc2ccccn12	-7	3	-2	0	6	0.4	-10	-1	-12
22	CCN(CC)C(=O)c1sc(NC(=O)Cc2ccccc2)c(C#N)c1C	5	0	-2	1	9	0.2	13	-6	-8
23	CCOc1ccc(C(=O)Nc2ccc(S(=O)(=O)N3CCOCC3)cc2)cc1OCC	-14	7	3	4	-2	1.6	7	-4	-5
24	O=C(NCc1ccc(C(=O)O)cc1)OCc1ccccc1	-1	13	-2	2	0	-0.2	9	0	-3
25	N#Cc1c(N(CCO)CCO)nc(N)c2c(N)nc3c(c12)CC(=O)N3Cc1cccs1	-7	-6	0	0	14	0.2	3	-7	0
26	C=CCOC(=O)C1=C(C)NC(C)=C(C(=O)OCC=C)C1c1cn(-c2ccccc2)nc1-c1ccco1	-4	3	-3	0	-2	-0.1	-7	-7	6
27	COc1ccccc1NC(=O)C1=C(C)N(c2ccccc2)C(=S)NC1c1cccc(C(F)(F)F)c1 (centres undefined)	3	2	0	0	-3	0.6	22	-3	-11
28	CCn1c(C)cc(/C=C2/SC(=S)NC2=O)c1C	7	7	1	1	8	0.0	8	-4	-5
29	CCOC(=O)NC(=O)C(=CNc1cccc(OC)c1)C(=O)NC(=O)OCC	-3	5	0	1	-12	1.0	20	8	1
30	O=C(c1cccc(S(=O)(=O)NCc2ccccc2)c1)N1CCN(c2ccccc2)CC1	-6	-4	3	13	6	3.4	-1	-9	-14

Looked up above:
For CHRM4 agonist, O=C(c1cccc(S(=O)(=O)NCc2ccccc2)c1)N1CCN(c2ccccc2)CC1 has the entry 13
For CHRM5 PAM, O=C(NCc1ccc(C(=O)O)cc1)OCc1ccccc1 has the entry 0

Remaining list, next part:
entry	canonical_smiles	M4 antag	M4 PAM	M5 ag	CHRM4 agonist	M5 antag	CHO-K1 Ca ag	M1 PAM parental	CHRM5 PAM	CHO-K1 Ca antag
31	CC1CCc2nn(CC(=O)N3CCCCCC3)cc2C1 (centres undefined)	-2	0	-2	1	1	0.0	14	-1	2
32	CN=C(C)C1=C(O)C(C(=O)OC)C(C)(C)CC1=O (centres undefined)	2	6	-1	1	-2	0.6	15	-4	-12
33	CC(=O)c1ccccc1OCCn1nnc(-c2ccc(C)cc2)n1	4	10	-1	9	4	2.8	14	-1	-11
34	O=C(O)C(Cc1ccccc1)N1C(=O)/C(=C/C=C/c2ccco2)SC1=S (centres undefined)	2	6	1	2	4	2.0	8	2	-10
35	COc1cc(C(C(=O)Nc2c(C)cccc2C)N(C)C(=O)c2ccc(-n3cnnn3)cc2)ccc1O (centres undefined)	-2	1	0	3	9	0.7	12	1	-7
36	CC1CCCC(NC(=O)c2cccs2)C1C (centres undefined)	-1	-1	5	1	5	-0.4	-4	-6	-7
37	COc1cccc(NC(=O)CN(C)C(=O)c2cn(-c3ccccc3)nc2-c2cccnc2)c1	10	-8	3	14	-4	3.7	-10	-17	-3
38	CCCOc1cc(C)nc(-c2ccccc2O)n1	-8	10	-3	0	13	0.1	3	-12	2
39	CN(C)S(=O)(=O)c1cccc(-c2csc(N/N=C/c3ccco3)n2)c1	-4	7	1	2	12	0.3	-4	5	-3
40	CNc1ccc(C=C2C=Cc3ccccc32)cc1	-5	8	6	3	2	1.5	9	2	-6
41	CCCOc1ccc(/C=C/c2c([N+](=O)[O-])c(=O)n(C)c(=O)n2C)cc1	-13	0	-8	0	18	-0.4	1	2	1
42	COCCNS(=O)(=O)c1ccc2c3c(cccc13)C(=O)N2C	4	-2	1	1	1	-0.1	10	6	-5
43	O=C(CCn1c(=O)sc2ccccc21)NCCC1=CCCCC1	5	2	-3	1	-4	0.4	7	-5	-20
44	COc1ccccc1NC(=O)CC(NCc1ccccc1)C(=O)O (centres undefined)	-3	2	0	1	-3	1.4	33	2	-13
45	O=C(NCCc1ccc(Cl)cc1)c1cc(-c2ccccn2)nc2ccccc12	14	-9	-6	9	12	2.9	7	-10	-1
46	CCOc1ccc2sc(NS(=O)(=O)c3ccc(OC)c(OC)c3)nc2c1	-3	5	-2	1	2	0.6	16	-9	-10
47	Cn1cnnc1SCC(=O)N1N=C2/C(=C/c3ccco3)CCCC2C1c1ccco1 (centres undefined)	2	-4	-2	0	5	0.1	7	-4	-4
48	CN(NC(=O)c1ccccc1)C1=NS(=O)(=O)c2ccccc21	4	5	-1	1	1	-0.3	-13	3	16
49	S=C(NCCc1ccccc1)N/N=C/c1cccs1	-8	-3	-2	-1	13	-0.1	-2	-15	8
50	Cc1ccc(C2CC(=O)Nc3cc4c(cc32)OCO4)o1 (centres undefined)	7	-1	-3	0	-1	0.8	18	-1	-16
51	CC(=O)c1cccc(NC(=S)NC(=O)c2ccccc2Br)c1	-6	3	-1	2	5	0.4	11	3	-4
52	Cc1ncsc1CCOC(=O)c1cccc([N+](=O)[O-])c1	5&10	0&2	-1&-3	2&6	6&8	3.0&2.5	16&-7	-4&1	-3&3
53	CS(=O)(=O)c1cnc(-c2cccnc2)nc1N	0	-8	2	20	21	5.5	5	-17	10
54	CCOC(=O)c1cnc(-n2nc(C)cc2C)nc1Nc1cccc(C(=O)O)c1	-14	22	2	0	-4	0.6	9	-2	-4
55	Cc1ccc(SCc2cc(=O)[nH]c(SCC(=O)Nc3cc(Cl)ccc3Cl)n2)cc1	-10	7	-1	0	-10	-0.2	1	3	2
56	COc1cccc(C(C#N)N2N=C(C)CC2(C)C)c1O (centres undefined)	-3	0	2	0	-1	0.6	26	0	-23
57	O=C1CC(Sc2ncccc2C(=O)O)C(=O)N1 (centres undefined)	-17	10	4	1	-12	0.0	-7	16	-2
58	O=C(Nc1cc(S(=O)(=O)N2CCOCC2)ccc1N1CCCCC1)c1ccccc1Br	-7	-2	-1	-1	4	-0.9	6	-5	-20
59	COc1ccc(NC(=O)C[C@H]2C(=O)N(Cc3ccccc3)C[C@@H]2Cc2ccccc2)cc1	9	-4	-1	1	11	0.1	-7	-4	2
60	Cc1cc(S(=O)(=O)n2[nH]c(=O)c(CCO)c2C)c(Cl)cc1Cl	10	0	3	13	18	11	-3	-8	13
61	COc1ccccc1/C=C(\NC(=O)c1cccc(C)c1)C(=O)Nc1ccccn1	27*	27*	-2	8	11	2.0	9	13	-13
62	Cc1ccc2nc(-c3ccc(NC(=O)COC(=O)c4cncc(Br)c4)cc3)sc2c1	1	2	2	1	1	-0.3	18	4	-1
63	COc1ccc2cc(CN(CCO)C(=O)c3ccc(Br)cc3)c(=O)[nH]c2c1	1	4	1	1	-8	0.6	10	-5	0
64	Cc1ccc(OCC(=O)N2c3ccccc3NC(=O)C2(C)C)c([N+](=O)[O-])n1	2	-1	-2	2	-2	0.5	-13	-1	6
65	CC(NC(=O)c1ccccc1F)c1nnc(SCC(=O)Nc2nnc(C3CC3)s2)n1C (centres undefined)	-19	1	-4	0	-5	0.9	16	-1	-8
66	CC(C)CC(NC(=O)OC(C)(C)C)c1cn([C@@H](Cc2cc3ccccc3[nH]2)C(=O)N2CCN(C(=O)OC(C)(C)C)CC2)nn1 (some centres undefined)	7	-5	6	10	12	2.0	4	1	-10
67	O=C(NNS(=O)(=O)c1ccc(Cl)cc1Cl)c1cc2ncc(C(F)(F)F)cc2s1	2	3	-4	0	15	2.9	6	-11	-4
68	O=C(NC1CCC(Oc2ccc(C(=O)O)cc2)CC1)NC12CC3CC(CC(C3)C1)C2 (centres undefined)	3	1	-1	0	3	0.2	8	4	-4
69	COc1ccc(C(C#N)Nc2ccccc2OC)cc1 (centres undefined)	-5	0	-1	0	-1	0.2	16	0	-2
70	CC(=O)Nc1ccccc1OCC(O)CS(=O)(=O)c1ccc(C(F)(F)F)cn1 (centres undefined)	-6	1	1	3	2	2.4	5	-1	-2
71	Cc1c(NC(=S)N/N=C/c2ccc([N+](=O)[O-])cc2O)c(=O)n(-c2ccccc2)n1C	8	25	5	1	-6	0.0	25	12	-12
72	COc1cccc(OCCn2cc(C(C)=O)c3ccccc32)c1	8	-11	2	12	19	8.8	-6	-19	19
73	S=c1[nH]nc(-c2ccco2)n1/N=C/C=C/c1ccccc1	9	2	-4	-1	-11	0.3	25	5	-10
74	OC1CCCN(Cc2nc(Cc3ccccc3Cl)no2)C1 (centres undefined)	13	-1	0	1	-5	-0.1	-10	-1	15
